dFosB act: activators of mouse delta FosB homodimer | activation, % at 25 µM | AID 493131 | P13346 | purified delta FosB, TAMRA-CDK5 oligo fluorescence polarization; percent of positive-control signal above neutral wells | hit rate 0.99% among 340,000;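 active = mean activation above about 17%, with every replicate also reaching it, limit read from the data, passing the limit was not always enough; inconclusive = only one of the two conditions met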;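 also: fluorescence polarization rise as delta FosB binds a TAMRA Cdk5 AP-1 oligo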
Target sequence (P13346 whole entry, looked up): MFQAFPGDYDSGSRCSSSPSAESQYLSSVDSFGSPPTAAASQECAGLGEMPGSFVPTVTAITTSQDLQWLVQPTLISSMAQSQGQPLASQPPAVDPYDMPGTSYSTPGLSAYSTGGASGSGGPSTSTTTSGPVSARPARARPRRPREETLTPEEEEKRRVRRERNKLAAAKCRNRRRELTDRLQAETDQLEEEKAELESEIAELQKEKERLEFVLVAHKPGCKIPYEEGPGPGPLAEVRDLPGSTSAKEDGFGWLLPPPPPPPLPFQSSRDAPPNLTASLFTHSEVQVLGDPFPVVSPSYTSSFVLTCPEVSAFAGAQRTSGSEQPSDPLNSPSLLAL
MITF act: increases MITF-driven TRPM1 promoter luciferase signal. SK-MEL-5 TRPM1-promoter luciferase, 24 h; % of positive control, neutral wells = 0. hit rate 0.75% among 300,000. AID 588334. activation, % at 12.5 µM;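 active = mean activation of at least 80% with every replicate also reaching 80%; inconclusive = mean reaches 80% but some replicate falls short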;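 also: 0% = neutral control wells and 100% = parthenolide positive control wells; values of inactives mirror those of a sister screen read the other way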
CAL PDZ FP-1: inhibitors of human CAL PDZ peptide binding | inhibition, % at 20 µM | AID 504414 | hit rate 0.02% among 330,000 | purified CAL PDZ, TMR-peptide fluorescence polarization, 1 h | Q9HD26;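 active = highest replicate inhibition of at least 40%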;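 also: plate controls were DMSO neutral control wells for no effect and unlabeled competitor peptide control wells for full effect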
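Test system: purified CerCALP PDZ construct; Compound dosing: one concentration, 20 µM compound; Also added: TMR-labelled reporter peptide T*-PRC34 bound in PDZ groove; Read-out: inhibition from polarization loss; Controls: unlabelled peptide and DMSO controls; Signal: FP readout, S and P plane fluorescence; Incubation: 1 h at RT.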
Rtt109 HAT inh: inhibitors of Candida albicans Rtt109/Vps75 histone acetyltransferase | purified Rtt109/Vps75, ThioGlo CoA-SH fluorescence, 4 h | inhibition, % at 34.9 µM | hit rate 0.16% among 330,000 | AID 540336;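 active = inhibition of at least 50% in every replicate; inconclusive = best replicate reaches 50% inhibition but some replicates fall short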
Target sequence (Q5AAJ8 whole entry, looked up): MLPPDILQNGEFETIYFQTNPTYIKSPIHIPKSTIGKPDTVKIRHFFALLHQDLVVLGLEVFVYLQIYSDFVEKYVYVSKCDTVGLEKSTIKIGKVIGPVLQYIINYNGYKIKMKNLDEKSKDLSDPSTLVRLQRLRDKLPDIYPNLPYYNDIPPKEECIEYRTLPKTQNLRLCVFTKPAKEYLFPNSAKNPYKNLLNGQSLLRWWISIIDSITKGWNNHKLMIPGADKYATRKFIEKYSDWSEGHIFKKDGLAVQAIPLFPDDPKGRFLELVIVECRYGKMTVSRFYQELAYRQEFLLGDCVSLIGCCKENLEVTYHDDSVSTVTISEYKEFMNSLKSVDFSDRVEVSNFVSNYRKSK
V-ATPase pH: alters yeast V-ATPase proton transport; S. cerevisiae, pHLuorin cytosolic pH fluorescence; response, % at 10 µM; hit rate 0.37% among 350,000; AID 504577; in the data active = response mostly above about 7.3%, no sharp cut-off; inactive = mostly below about 5.4%; also: actives read high; inactives centre near 0; some compounds called inactive have numbers as strong as hits
CAL PDZ FP-2: inhibitors of human CAL PDZ peptide binding; purified CAL PDZ, TMR-peptide fluorescence polarization, 1 h; inhibition, % at 24.9 µM; AID 602252; hit rate 0.92% among 300,000; Q9HD26;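 active = mean inhibition of at least 30% with at least half of replicates also reaching 30%; inconclusive = no clear call, values can overlap the other calls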;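 also: 0% = DMSO neutral control and 100% = excess unlabeled competitor peptide PRC23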
cardiac RTF act: cardiac RTF calcium sensitization; P19429+P45379; IANBD-labeled TnC RTF fluorescence at EC20 calcium; 0% EC20 calcium, 100% full calcium; activation, % at 7.2 µM; hit rate 0.24% among 340,000;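 active = activation above the mean over all tested compounds plus 3 SD, cut at about 30% in these data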;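 also: rise in fluorescence read as greater calcium sensitivity of cardiac thin filaments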
Wnt bcat act: activates Wnt/beta-catenin signaling in a reporter cell assay | activator, plate reader | activation, % at 9.35 µM | hit rate 1.2% among 300,000 | AID 743398; in the data active = activation above about 30%, passing the limit was not always enough; inconclusive = no clear call, values can overlap the other calls;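 also: 0% = neutral control wells and 100% = positive control wells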
CDK5 inh: blocks human CDK5/p35 kinase activity | Q00535+Q15078 | inhibition, % at 10 µM | Recombinant CDK5/p35, ADP-Glo luminescence, 60 min | hit rate 0.01% among 330,000;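 active = highest replicate inhibition of at least 50% and at least 75% of replicates reaching 50%; inconclusive = only one of the two criteria met; inactive = both criteria failed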;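 also: plate controls were DMSO neutral control for no effect and GW8510 at 10 µM for full effect; many of its hits are not listed in these tables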
Tat transport: blocks Tat-dependent protein export in E. coli | E. coli MC4100 TorA-mCherry Tat export, fluorescence | inhibition, % at 10 µM | hit rate 0.036% among 340,000;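 active = mean replicate inhibition at least 50% and at least half of replicates individually reaching 50%; inconclusive = only one of the two criteria met; inactive = neither criterion met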;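 also: exported cargo escapes ClpAP degradation while cytoplasmic cargo is degraded and loses fluorescence; 0% = median of neutral control wells and 100% = median of NaSCN control wells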
An asterisk follows results filed as active; u = inconclusive; x = no result given; & = joins results of further samples.

item	compound	dFosB act	MITF act	CAL PDZ FP-1	Rtt109 HAT inh	V-ATPase pH	CAL PDZ FP-2	cardiac RTF act	Wnt bcat act	CDK5 inh	Tat transport
1	CN(C)/C=N/C1=C(C#N)C(c2cccs2)c2ccc3ccccc3c2O1 (stereo unspecified)	-17	0	-1.2	-4	-2	-4	-1	10	0.9	7
2	O=C(CSc1nc2ccccc2n1Cc1ccccc1)N/N=C/c1ccco1	-4	-19	14	-7	3	1	-4	x	-0.2	-2
3	O=C(NC(=S)Nc1ccc(N2CCCCC2)cc1)c1ccc2c(c1)OCCO2	-1	9	0.3	-9	-1	-1	-2	-10	-0.3	8
4	Cc1ccnc(NC(=O)CS(=O)(=O)c2ccccc2)c1	0	11	-2.0	-5	-1	-2	0	8	-0.3	2
5	Cc1cccn2cc(-c3ccccc3)nc12	9	38	-2.7	-6	-3	-5	-2	x	0.1	0
6	O=C(Cc1ccccc1)NN1C(=O)C2C3C=CC(C3)C2C1=O (stereo unspecified)	-7	1	0.8	-1	-4	-1	7	x	-1.1	-1
7	CCn1c(C)cc(/C=C2/NC(=O)N(CC(=O)Nc3cccc(C)c3)C2=O)c1C	3	-7	-0.2	-5	2	-2	-2	x	-0.2	4
8	COc1ccccc1/C=C\C(=O)NCC(=O)N/N=C(/C)c1cccc([N+](=O)[O-])c1	14	-4	-4.1	7	0	-4	-7	0	-0.8	-2
9	Cc1ccc(-c2c(C(=O)NC(C)C)oc(=O)c3ccccc23)cc1	-10	-2	-1.7	x	3	-1	-2	x	-1.7	-3
10	COc1ccc2cc(C3CC(c4ccco4)=NN3S(=O)(=O)c3ccccc3)c(Cl)nc2c1 (stereo unspecified)	-14	6	-0.6	3	0	-3	4	-5	-1.5	-2
11	Cc1cc2[nH]c(=O)c(=O)[nH]c2cc1S(=O)(=O)Nc1ccccc1F	-11	-10	-1.9	5	0	11	13	-2	0.2	-3
12	COCCn1cnc2c(c1=O)c1nc3ccccc3nc1n2/N=C/c1cccc(OC)c1	-40	x	-2.6	-1	-4	34*	-1	-1	0.4	-4
13	O=C(Oc1cccnc1)c1cc(S(=O)(=O)N2CCOCC2)ccc1Cl	4	0	0.0	-1	2	-3	-1	1	-0.7	-11
14	COc1ccc(C2N3CC4(C)CN2CC(C)(C3)C4O)cc1 (stereo unspecified)	0	x	0.1	-3	1	-3	4	0	0.3	6
15	CCCn1c(=O)[nH]c(=O)c2c1nc(-c1ccc(OC(F)F)c(OC)c1)n2CCOC	4	0	x	2	0	-2	-6	x	-0.9	9
16	Cc1cccc(S(=O)(=O)c2c(C)cc(C)nc2Cl)c1	0	-2	-3.0	-19	3	-1	7	-1	-1.5	8
17	CC(C)CCNC(=O)C1CCN(S(=O)(=O)c2ccc3c(c2)CC(C)N3C(=O)C2CCC2)CC1 (stereo unspecified)	-16	-6	-0.6	94*	-4	2	-6	-2	-0.2	-3
18	Cc1ccc(C(=O)Nc2cccc(C(F)(F)F)c2)cc1NC(=O)c1csc(-c2ccncc2)n1	12	7	-1.9	-1	-3&-4	0	-6	x	-0.1	-53
19	O=C(NCCc1ccc(Cl)cc1)Nc1ccc(Cl)cc1	3	x	-0.6	0	2	x	-3	6	-11	5
20	Cc1cccc(N=C2NN=C(c3ccc4c(c3)OCCO4)CS2)c1	-12	50	-1.3	-2	-4	x	3	10	0.3	-6
21	CCOC(=S)N/C(=N\S(=O)(=O)c1ccccc1)c1ccccc1	0	10	-1.1	11	0	-4	-4	x	0.3	4
22	CCOC(=O)c1ccc(N2C(=O)C(O)=C(C(C)=O)C2c2ccccc2)cc1 (stereo unspecified)	-3	-2	-1.0	1	9	x	0	x	0.0	-4
23	Cc1cc(SCC(=O)OCC(=O)N(C)C2CCS(=O)(=O)C2)c(C)cc1Br (stereo unspecified)	-9	-6	-0.8	-3	0	-3	1	-2	-2.4	-4
24	COc1cc(-c2c(C#N)c(N)nc3c2CCCC3)ccc1O	-5	x	-1.9	-1	-3	x	-2	-1	0.1	-13
25	CCNC(=O)c1sc(=S)n(CC)c1N	-2	15	-0.6	2	7	-3	14	x	-3.3	10
26	CCCCNC(=O)OC(C)CNC(=O)Oc1cccc(C)c1 (stereo unspecified)	4	-10	0.3	-8	5	-2	6	x	-0.7	-2
27	COc1ccc(S(=O)(=O)Nc2cccc(F)c2)cc1C	5	6	0.1	20	-4	x	0	-1	-5.2	3
28	CC(=O)Nc1ccc(S(=O)(=O)Nc2nc3ccc(C)cc3s2)cc1	-6	x	-0.2	0	0	-4	1	x	2.6	-1
29	CCN(CC)S(=O)(=O)c1ccc(Cl)c(NC(=O)COc2ccc(OC)cc2[N+](=O)[O-])c1	-7	14	-1.4	-4	0	0	-3	x	0.9	-2
30	COCCOC(=O)c1sc(=S)n(CCOC)c1N	-44	3	-0.9	2	-1	-1	17	-1	5.1	23
31	c1ccc2c(c1)ncn2CCCCOc1ccc2c(c1)CCC2	-15	x	-2.8	x	-2	-3	3	x	-0.9	-3
32	COc1ccc(NC(=O)c2sc(N)nc2-c2ccccc2)cc1	-2	-3	-3.0	2	4	-3	4	-2	-1.3	0
33	CC1Cc2ccccc2N1C(=O)COC(=O)Cc1ccc(F)cc1 (stereo unspecified)	-2	-1	-0.4	0	0	-1	-7	0	0.8	-4
34	CC(CCc1ccccc1)NC(=O)CSc1nc(N)cc(N)n1 (stereo unspecified)	-4	x	-1.1	8	-3	0	0	-4	0.4	-1
35	CCn1c(SCC(=O)c2ccc(Cl)s2)nnc1-c1cccs1	-8	35	0.1	5	1	6	2	x	1.6	0
36	CCc1ccc(S(=O)(=O)NCCc2csc(-c3cccnc3)n2)s1	-3	x	-0.1	-21	-2	x	-3	3	-0.7	-4
37	COc1ccc(S(=O)(=O)N2CCOC2CNC(=O)C(=O)NCc2cccnc2)cc1OC (stereo unspecified)	-2	13	0.9	-2	-1	-3	1	-1	2.3	-4
38	Cc1cc(NC(=O)CSc2nnnn2-c2ccccc2C)no1	2	13	-1.0	-5	-2	1	-6	0	-2.1	5
39	CCC1=C(OC(=O)N(CC)CC)N2C(=O)OC(=NCC3CC3)[C@]2(Cc2ccccc2)[C@H]2C1=CC[C@H]1C(=O)N(c3ccccc3)C(=O)[C@H]12	-12	3	0.4	6	5	-1	-3	-6	1.6	5
40	O=C(CSC1=NCCS1)NC(c1ccccc1)c1ccccc1	-2	-8	-0.4	-2	-1	2	13	-5	0.6	-2
41	O=C(c1cc(COc2cccc(C(F)(F)F)c2)on1)N1C[C@H]2CC[C@H]1C2	-11	65	-0.1	-14	3	-5	0	13	-0.1	2
42	CN(CCCNC(=O)c1cc2c(Cl)nc3ccccc3c2s1)Cc1ccccc1	-41	31	-13	x	2	-6	-7	-41	-2.1	6
43	Cn1nc(-c2ccccc2)nc1-c1ccccc1	-6	60	0.6	4	3	-3	-1	u	-1.8	-6
44	O=C(O)C1=C[C@@H](c2ccc(Br)cc2)C[C@@H](OCCCCO)O1	-16	-7	0.6	-2	1	-4	-2	2	-0.9	0
45	Cc1ccc(S(=O)(=O)N2CCN(S(=O)(=O)N(C)C)CC2)cc1	-5	-18	x	10	-6	-4	0	x	1.8	-7
46	C/C(Cc1ccccc1)=N\NC(=O)CNC(=O)c1ccc2c(c1)OCCO2	2	x	-0.2	-5	2	x	5	2	0.3	-1
47	CCOC(=O)C(=O)c1csc(NC(=O)COc2ccc(N(C)S(=O)(=O)c3ccc(F)cc3)cc2)n1	-12	x	-1.2	21	-4	-1	3	4	1.2	8
48	O=C(CCn1c(=O)oc2ccccc21)NCc1ccc2c(c1)OCO2	3	3	-0.6	1	1	-3	-1	-18	-1.6	-4
49	COc1ccc(C(=O)NC(C)c2ccc(-n3ccnc3)cc2)c(OC)c1OC (stereo unspecified)	-4	4	-3.0	-1	2	-4	2	1	-2.7	12
50	COc1cccc(CN(C)C(=O)C(Cc2ccccc2)NC(=O)c2ccccc2)c1OC (stereo unspecified)	-3	1	-0.3	4	-2	0	-1	0	-0.2	0

Continued:
item	compound	dFosB act	MITF act	CAL PDZ FP-1	Rtt109 HAT inh	V-ATPase pH	CAL PDZ FP-2	cardiac RTF act	Wnt bcat act	CDK5 inh	Tat transport
51	COC(=O)c1ccc(CNC(=O)CSc2nc3ccccc3[nH]2)cc1	-7	-3	-2.3	-16	-7	-4	1	-5	-1.6	10
52	COc1cccc(OC)c1-c1nnc(-c2cn(C)c3ccccc23)o1	2	-16	-2.0	-24	5	-1	0	x	1.4	1
53	CCOc1ccc(NC(=O)[C@H](Cc2ccccc2)NC(=O)C2CCNCC2)cc1	-7	5	-0.5	3	1	-1	0	1	-1.4	-3
54	O=C(CCCSc1nc2ccccc2[nH]1)NCc1ccc(Cl)cc1	0	-9	-2.3	x	0	-2	7	-2	3.0	-5
55	COc1ccc(CN(C)C(=O)COC(=O)c2ccc(-c3ccccc3)cc2)c(OC)c1OC	-10	6	-3.2	5	0	-2	-5	0	0.5	4
56	O=C(CSc1nnc(-c2ccc(O)cc2)o1)NNC(=O)c1ccncc1	-1	-3	-1.3	16	-2	-1	-1	1	3.2	-6
57	COc1ccc(CN(C)Cc2nc(Cc3ccccc3Cl)no2)cc1OC	-2	-11	-1.7	-7	-4	-1	-3	2	0.1	-8
58	CCc1cc2c3c(c(=O)oc2cc1OC)CCCC3	-9	-2	-0.1	-21	1	-14	-10	-3	0.4	5
59	COc1ccc(CN2CCN(C(=O)c3ccc4nc(N5CCOCC5)sc4c3)CC2)c(OC)c1OC	-4	-6	-0.3	2	0	x	-6	-1	-1.9	-17
60	Cc1cc(C)c(C#N)c(SCC(=O)N2CCN(Cc3ccccc3)CC2)n1	-5	x	-0.4	3	1	x	-5	0	0.3	-1
61	COc1ccc(N2CCN(c3ccc(C(N)=O)cc3[N+](=O)[O-])CC2)cc1	-1	2	0.0	1	-2	x	0	-3	2.0	-10
62	CC12C=CC(=O)C=C1CCC1C3CCC(O)(C(=O)CO)C3(C)CC(O)C12F (stereo unspecified)	-2	x	-0.8	-2	0	-5	-2	-3	0.1	-13
63	COc1ccc2[nH]c(=O)c(CN(Cc3ccco3)Cc3nnnn3Cc3ccccc3)cc2c1	-6	-2	0.1	9	4	-1	-2	x	-0.4	-2
64	CC(/C=N/NC(=O)c1cc(-c2ccc3ccccc3c2)n[nH]1)=C\c1ccco1	1	52	-4.5	x	6	-3	-2	6	-0.7	-6
65	COc1cc(O)c(C(CCN2CCOCC2)c2ccc(N(C)C)cc2)c(OC)c1 (stereo unspecified)	-8	5	-0.5	0	0	-2	2	-2	-1.9	2
66	CCOC(=O)C1CCN(c2c(Nc3cc(C)cc(C)c3)c(=O)c2=O)CC1	-10	-13	-1.1	-1	-1	0	1	-7	-2.8	6
67	COc1cc(/C=C2\SC(N)=NC2=O)cc(OC)c1	-11	4	x	-7	-1	-5	1	-2	-1.2	1

Screens from PubChem BioAssay.
